# Assay outcomes deposited in PubChem BioAssay by several laboratories.
# TLR9-MyD88 block: blocks human TLR9 binding to MyD88. Q9NR96+Q99836. CHO BLA complementation TLR9-MyD88, CCF4 FRET ratio. inhibition, % at 4.98 µM. 340,000 compounds, 0.21% hits. AID 504734;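 active means inhibition above the mean over all tested compounds plus 3 SD, cut at about 21% in these data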;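 further: 0% = DMSO only wells and 100% = clavulanate BLA inhibitor control wells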
# EBV LMP1 NFkB: inhibitors of Epstein-Barr LMP1-induced NF-kappaB reporter | LMP1-induced NF-kappaB luciferase reporter cells, luminescence | inhibition, % at 12.5 µM | 350,000 compounds, 0.69% hits | AID 504558; in the data active means inhibition above about 41%;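 further: 0% = neutral control wells and 100% = reference inhibitor control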
# NR2F2 inh: inhibitors of human COUP-TFII (NR2F2); P24468; HEK293T NGFI-A luciferase reporter, luminescence; inhibition, % at 8.6 µM; 370,000 compounds, 0.7% hits; AID 686940;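 active means inhibition above a per-plate cutoff, mean inhibition of test wells between control levels plus 3 SD, cut at about 38% in these data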;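 further: cells cotransfected with COUP-TFII expression vector driving the NGFI-A reporter; 0% = median of COUP-TF2 test wells and 100% = reporter-only cells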
# Target sequence (P24468 whole entry, looked up): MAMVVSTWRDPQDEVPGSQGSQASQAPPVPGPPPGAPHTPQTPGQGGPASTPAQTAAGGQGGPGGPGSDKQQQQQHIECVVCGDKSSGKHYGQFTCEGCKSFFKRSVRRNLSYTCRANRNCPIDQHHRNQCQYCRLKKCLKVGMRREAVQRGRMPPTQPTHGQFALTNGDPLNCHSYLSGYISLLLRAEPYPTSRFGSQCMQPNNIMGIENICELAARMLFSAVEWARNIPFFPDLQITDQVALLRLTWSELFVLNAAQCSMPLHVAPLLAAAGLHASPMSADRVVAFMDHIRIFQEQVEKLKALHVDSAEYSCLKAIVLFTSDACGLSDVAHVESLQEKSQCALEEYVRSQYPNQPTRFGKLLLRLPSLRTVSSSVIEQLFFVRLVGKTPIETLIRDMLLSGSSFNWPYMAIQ
# NCOA2 inhibitor: inhibits human steroid receptor coactivator 2. HEK293 GAL4-SRC2 luciferase reporter, luminescence. 370,000 compounds, 0.17% hits. inhibition, % at 9 µM. AID 651957. Q15596;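 active means inhibition above the mean inhibition of all tested compounds plus 3 SD, set per campaign, cut at about 52% in these data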;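 further: 0% = DMSO treated cells and 100% = cells given Gossypol at 36 µM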
# SRC3 inh: human NCOA3 inhibition; inhibition, % at 3.6 µM; AID 588352; HEK293 GAL4-SRC3 luciferase reporter, luminescence; Q9Y6Q9; 360,000 compounds, 0.17% hits;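 active means inhibition above a per-campaign cutoff, the mean of all compounds plus 3 SD, cut at about 60% in these data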;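 further: 0% = DMSO-treated cells and 100% = gossypol-treated cells at 36 µM; higher means less SRC3-driven luciferase light from the GAL4 reporter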
# NOD2 RIPK2 PPI: blocks binding of human NOD2 to RIPK2; O43353; CHO BLA complementation NOD2-RIPK2, CCF4 ratio; inhibition, % at 4.98 µM; 360,000 compounds, 0.38% hits; AID 624267; in the data active means inhibition above about 21%;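 further: 0% = vehicle only and 100% = reference blocker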
# TWEAK Fn14 block: blocks TWEAK-Fn14 interaction in a reporter cell assay | TWEAK-stimulated Fn14 reporter cells, luciferase luminescence, 8 h | inhibition, % at 10 µM | 360,000 compounds, 2% hits | AID 1159606; in the data active means inhibition above about 50%
# NR5A2 inv ag: NR5A2 inverse agonism in reporter assay | O00482 | 360,000 compounds, 0.13% hits | inhibition, % at 3.6 µM | HEK293T StAR-luciferase reporter, LRH-1 transfected, 24 h;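 active means inhibition above the mean inhibition of all tested compounds plus 3 SD, cut at about 73% in these data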;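 further: 0% = DMSO wells and 100% = reporter-only cells lacking LRH-1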
# Target sequence (O00482 whole entry, looked up): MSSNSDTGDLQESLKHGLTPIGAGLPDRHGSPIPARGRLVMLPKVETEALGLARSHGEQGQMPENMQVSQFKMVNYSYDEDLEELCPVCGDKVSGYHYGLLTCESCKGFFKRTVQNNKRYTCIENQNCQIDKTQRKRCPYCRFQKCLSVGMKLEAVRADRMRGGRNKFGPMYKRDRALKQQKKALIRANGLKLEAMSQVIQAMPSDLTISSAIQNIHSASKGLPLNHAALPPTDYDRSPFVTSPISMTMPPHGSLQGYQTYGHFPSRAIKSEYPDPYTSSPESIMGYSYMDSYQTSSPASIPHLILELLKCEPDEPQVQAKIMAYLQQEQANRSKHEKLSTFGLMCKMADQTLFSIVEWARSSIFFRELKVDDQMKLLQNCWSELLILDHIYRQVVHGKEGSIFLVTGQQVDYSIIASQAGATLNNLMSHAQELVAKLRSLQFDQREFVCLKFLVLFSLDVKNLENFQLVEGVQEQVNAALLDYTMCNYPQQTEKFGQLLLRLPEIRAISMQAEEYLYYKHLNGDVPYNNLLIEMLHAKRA
# SRC1 inh: inhibitors of human steroid receptor coactivator 1 (SRC1). Q15788. HEK293 GAL4-SRC1 luciferase reporter, luminescence. inhibition, % at 3.6 µM. 360,000 compounds, 0.12% hits. AID 588354;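 active means inhibition above the campaign mean plus 3 SD, with each screening campaign given its own cutoff, cut at about 60% in these data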;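 further: 0% = DMSO treated cells and 100% = gossypol at 36 µM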
# TROY signal inh: inhibitors of TROY-dependent NF-kB signaling | Q293 LMP1-TROYcd NF-kB luciferase reporter, 4 h | inhibition, % at 10 µM | 360,000 compounds, 0.98% hits;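 active means compounds whose plate-normalised and pattern-corrected inhibition of the luciferase reporter signal at the single screening dose is 50% or more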
# C8 TRAIL sens: sensitizes caspase-8 expressing cells to TRAIL. AID 624354. inhibition (viability loss, TRAIL sensitization), % at 10 µM. 360,000 compounds, 1% hits. NB7+C8 cells + TRAIL, ATPlite viability luminescence;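 active means compounds causing at least 50% loss of cell viability in the single-dose screen, relative to plate controls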
# * hit, by the source's call; / = not tested or not shown.
SMILES,TLR9-MyD88 block,EBV LMP1 NFkB,NR2F2 inh,NCOA2 inhibitor,SRC3 inh,NOD2 RIPK2 PPI,TWEAK Fn14 block,NR5A2 inv ag,SRC1 inh,TROY signal inh,C8 TRAIL sens
O=C1Nc2ccccc2N(O)N1c1ccc(S(=O)(=O)N2CCCCCC2)cc1,7,-5,8,14,8,0,-1,10,4,0,2
O=C(Nc1ccc2c(c1)OCO2)C1CC(c2cccc(Br)c2)=NO1 (stereo unspecified),6,3,-18,-8,-11,-2,-25,1,-4,-8,6
CCC(C)(C(=O)NC1CCCCC1)N(CC1CCCO1)C(=O)c1ccccn1 (stereo unspecified),4,-2,11,4,3,-1,-9,-5,-9,-3,7
Cc1cccc(NC(=O)CSc2nccn2Cc2ccco2)c1,0,-29,-67,-27,-35,1,-1,-63,-71,-24,12
Cc1ccc(C2N(c3ccccc3)C(=O)N3CCCN23)cc1 (stereo unspecified),3,-1,2,2,15,-3,-2,14,-5,1,17
CCN1C(=O)c2cccc3c(NC(=O)C(C)(C)C)ccc1c23,3,-5,-28,0,4,0,4,17,3,-18,6
COc1ccc2cc(-c3ccsc3)ncc2c1,-1,-17,-44,-56,-131,3,12,-122,-138,-55,48
OCCN(Cc1ccccc1)Cc1ncccc1O,3,-2,0,-9,-19,-14,12,6,1,9,-9
COCCCn1[nH]c2c3c(ccc2c1=O)C(=O)c1ccccc1C3=O,-1,0,-11,-28,-5,-12,-16,-1,-14,-34,29
OCCNC(=S)Nc1ccc(Oc2ccccc2)cc1,2,4,-7,19,0,-3,-3,12,12,-2,5
O=C(Cc1c[nH]c2ccccc12)Nc1nnc(C2CC2)s1,7,23,-23,-29,-184,-5,-75,-8,-66,-30,40
O=C(c1ccc2c(c1)OCCO2)C1CCN(C(=O)Nc2ccccc2F)CC1,-3,10,-20,10,0,-1,30,-7,17,14,-15
CSc1ccccc1OCc1cc(C(=O)NC(C)c2cnn(C)c2)no1 (stereo unspecified),16,-13,-8,-16,-29,2,-25,-25,-47,-31,-3
CCOc1ccc(C(=O)Nc2ccc(S(=O)(=O)Nc3nccc(C)n3)cc2)cc1OCC,2,2,5,-1,7,7,1,-14,11,-12,-3
NS(=O)(=O)c1ccc(CCNCC#Cc2ccccc2)cc1,-5,5,2,0,2,2,-4,-20,10,-10,15
N#Cc1ccc(NC(=S)NC(=O)C2CC2)cc1,10,-14,4,-21,-20,-4,3,9,-10,-21,13
CC(=O)Nc1ccc(N(C(=O)c2cnccn2)C(C(=O)NC2CCCCC2)c2ccc(F)cc2)cc1 (stereo unspecified),5,-4,5,-6,1,-3,-1,18,15,-6,-1
Cc1c(C(=O)/C=C/c2cccs2)oc2ccc(F)cc12,4,-3,-8,-38,-37,-6,-16,0,-81,-24,12
Cc1ccc(S(=O)(=O)N2CCCCC2)cc1C(=O)N1CCN(c2ccccn2)CC1,-6,-1,7,-19,18,-6,4,-14,6,14,-9
Nc1ccccc1SCC(=O)Nc1cccc2ccccc12,-11,-5,0,1,-38,-12,25,13,-29,19,-7
COc1ccc(S(=O)(=O)N(C)c2ccc(C(=O)Nc3cccnc3)cc2)cc1,10,-9,15,-4,-1,0,-2,-14,19,-1,22
Cc1ccc(NC(=O)C2CC2C)cc1S(=O)(=O)N1CCOCC1 (stereo unspecified),1,6,-11,3,6,-6,1,2,-10,12,-7
Cc1ccccc1NC(=O)C1(C)Cc2ccccc2C(=O)O1 (stereo unspecified),3,-2,11,-15,-43,-5,-4,9,10,10,4
O=C(COC(=O)/C=C/c1ccccc1Cl)NCc1ccco1,-4,-7,1,21,13,-6,-5,0,-6,-6,0
COc1ccc(N2CCN(c3nc4c(C)cccn4c(=O)c3/C=C(\C#N)C(N)=O)CC2)cc1,-1,9,-6,-28,3,-5,-18,3,3,1,10
O=C(Nc1nnc(S(=O)(=O)N2CCOCC2)s1)c1ccccc1Br,-2,-7,9,-10,-13,-11,-4,-11,-8,-1,2
COc1ccc(NC(=O)Nc2ccc3c(c2)C(=O)N([C@H](C)CO)C[C@H](C)[C@@H](CN(C)Cc2ccc(Cl)c(Cl)c2)OCCCC[C@@H](C)O3)cc1,-24,6,2,14,4,-11,14,10,0,19,3
COc1nn(C(C)C(=O)N2N=C(C(F)F)CC2(O)C(F)F)cc1[N+](=O)[O-] (stereo unspecified),-4,1,-9,-25,2,-10,8,2,9,-10,5
c1ccc2c(c1)CCCN2c1nc2ccccc2n2cnnc12,12,-14,-12,-43,-23,-45,-68,-41,-24,-5,-32
CCOC(=O)C(=O)Nc1ccc2c(c1)OCO2,0,8,8,-4,20,-1,-14,-1,-7,-17,-19
COCCNC(=O)C1CCCN(C(=O)c2ccc3ccccc3n2)CC1 (stereo unspecified),/,/,-7,5,-17,-17,4,2,-4,-5,-2
Nc1c(C(=O)NCc2ccco2)c2nc3ccccc3nc2n1CCc1ccccc1,-19,2,11,32,11,-21,72*,-8,-14,66*,-1
O=C(NC1CCCC1)c1n[nH]c2ccccc12,8,-6,-43,-78,-62,2,-5,-96,-67,-39,34
COc1ccc(/C(C)=N/NC(=O)c2nnn(-c3nonc3N)c2CN(C)c2ccccc2)cc1,8,/,2,3,3,-16,-62,29,-17,0,-1
O=C(c1ccco1)N1CCN(C2CCCC2)CC1,-8,10,-1,-10,-17,0,2,9,-5,-3,-3
O=C(Nc1ccc(Br)cc1)c1cccn1-c1ncc(C(F)(F)F)cc1Cl,11,-24,6,-16,13,5,11,16,-38,7,5
CC(C)(C)NC(=O)c1ccc2c(c1)C1C3CCC(C3)C1C(c1ccccc1)N2 (stereo unspecified),1,-3,-12,-7,14,6,8,0,2,-17,1
Cn1c(=NC(=O)CCl)sc2ccccc21,-2,-17,-12,19,-8,-3,41,38,-26,7,94*
COc1cc(OC)cc(C(=O)Nc2cccc3ccccc23)c1,11,-8,9,6,17,9,-12,15,4,-24,1
CC(=O)C1=C(c2cccc([N+](=O)[O-])c2)N(C(C)=O)n2c(C)nnc2S1,-1,-2,2,22,-4,-2,60*,44,-6,-5,-3
O=c1c2ccccc2cnn1Cc1nnc(-c2cccs2)o1,-3,-4,0,-39,-3,8,10,-9,1,-4,-9
CN(C(=O)c1ccc2nc(N)sc2c1)c1ccccc1,10,-21,-6,-12,-40,-1,1,3,-10,-21,0
Cc1cccc(C)c1NC(=O)C(c1ccccc1OC(F)(F)F)N1CCN(C)CC1 (stereo unspecified),/,/,5,-15,/,-20,/,15,/,/,-6
COc1ccccc1OC(=O)CN1C(=O)c2ccccc2C1=O,-4,6,-3,-8,6,-4,-7,-15,8,11,-2
O=C(O)c1ccc(NC(=O)c2ccccc2NC(=O)c2ccccc2Cl)cc1,-3,8,-29,-12,6,-9,5,-1,-13,13,2
COC(=O)[C@@]1(Cc2ccc(F)cc2)[C@H]2c3cc(C(=O)N4CCCC4)n(Cc4cc(F)cc5c4OCOC5)c3C[C@H]2CN1C(=O)c1ccccc1,/,/,2,-4,/,0,-1,12,/,2,15
CCc1nc2c(OCC3CCCCC3)cccn2c1N(C)C(=O)c1ccc(OC)cc1,/,/,10,16,17,0,8,-8,-9,-11,7
CCCCCC(=O)Nc1ccc2ccccc2c1,1,-23,-42,-60,-40,9,-22,-95,-84,-43,13
CCc1c(O)nc(SCc2nc3ccccc3c(=O)[nH]2)[nH]c1=O,0,-7,-21,3,10,2,6,21,-7,-4,3
CSc1nc(C)c(C(=O)Nc2ccccc2)c(C)c1C#N,-13,8,0,10,31,3,6,-18,9,-16,13
COc1ccc(C2Nc3ccccc3C(=O)N2c2ccc(C)cc2)cc1Cn1nc(C)c([N+](=O)[O-])c1C (stereo unspecified),0,-15,-25,-34,-31,0,-25,-110,-29,-43,26
CC(C)Oc1ccc(S(=O)(=O)N2CCOCC2)cc1NC(=O)C(C)Oc1ccc(F)cc1 (stereo unspecified),5,0,-5,-5,5,6,-5,12,1,-3,14
O=S1(=O)N=C(c2ccccc2)C=C(c2ccccc2)N1,-9,8,-6,-32,8,-1,-3,-27,-18,-3,-3
CSc1nc2ccccc2s1,2,-9,-11,-37,19,-11,-8,18,-7,-16,7
CCOc1ccc(C(=O)CCC(=O)NNC(=O)CCN2CCN(c3ccccc3)CC2)cc1,-5,-3,0,8,-6,-10,33,-17,-1,11,1
c1ccc(N2CC[N+]3(CCCC3)CC2)nc1,8,4,-19,-7,10,-1,4,7,20,5,8
CCCCN1/C(=C/c2cccc[n+]2C)Sc2cc(NC(C)=O)ccc21,6,0,-6,4,-21,-13,1,-9,-12,3,-6
Cn1c(CC(=O)Nc2ccccc2F)nnc1SCC(=O)Nc1nccs1,0,-5,2,0,0,-17,22,-5,-14,6,3
CCOP(=O)(OCC)C(Nc1cc(Cl)cc(Cl)c1)c1cccc(O)c1 (stereo unspecified),-2,-5,2,17,16,9,21,10,15,27,1
COc1ccc(Br)cc1/C=C/C(=O)Nc1ccc(C)cc1,-9,-12,13,-22,22,-9,8,12,5,-9,-7

# Following part:
SMILES,TLR9-MyD88 block,EBV LMP1 NFkB,NR2F2 inh,NCOA2 inhibitor,SRC3 inh,NOD2 RIPK2 PPI,TWEAK Fn14 block,NR5A2 inv ag,SRC1 inh,TROY signal inh,C8 TRAIL sens
COc1ccc(Cl)cc1NC(=O)CSc1nc(N2CCCCC2)nc(N2CCCCC2)n1,2,3,-13,-6,16,-9,-4,10,-7,5,-3
C=CCn1c(Cc2cccs2)nnc1SCC(=O)c1ccc(F)cc1,0,6,2,-35,10,-10,-1,17,-5,-17,4
CN(C)c1ccc(N/C=C/C(=O)C(C)(C)C)cc1,-9,5,-11,-35,-22,-5,-20,-29,-38,14,-3
O=C(Nc1cc(Cl)ccc1N1CCCC1)C1=COCCO1,-8,4,5,18,1,-7,-9,10,-20,2,-12
Cc1ccc(-n2nnc3c(=O)n(CC(N)=O)cnc32)cc1,2,5,22,0,-2,-4,3,3,2,-3,-19
CCOc1ccc(N2C(=O)C3C(c4ccccc4)=NN(c4ccccc4)C3C2=O)cc1 (stereo unspecified),0,-9,-4,-6,15,-3,-1,7,-6,0,-3
OCC(Cc1ccccc1)Nc1c2ccccc2nc2ccccc12 (stereo unspecified),-1,-5,-4,1,-5,0,-34,1,2,-27,7
CCc1cc(C(=O)NNC(=S)NCc2ccccc2)cs1,4,-2,18,-5,-6,-3,4,-23,-5,-32,11
O=S(=O)(NCC1CCN(c2ccc(S(=O)(=O)N3CCOCC3)cc2)CC1)c1ccccc1,4,-5,1,9,-12,-1,9,9,-6,27,0
Cc1ccc(NS(=O)(=O)c2ccc(OCC(=O)NCc3cccnc3)cc2)cc1,-10,8,-13,6,13,2,2,-2,-35,5,-12

# The list is partial; the hit share may differ from the screen's.
